# Screening data: PubChem, Fisher Drug Discovery Resource Center
# hcGAS lum – blocks human cGAS activity. recombinant h-cGAS, ATP depletion, Kinase-Glo luminescence. AID 1259398. inhibition, % at 12.5 µM. 290,000 compounds, 0.081% hits;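 note: 0% = vehicle reaction and 100% = reaction without DNA for no activity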
# Target sequence (Q8N884 whole entry, looked up): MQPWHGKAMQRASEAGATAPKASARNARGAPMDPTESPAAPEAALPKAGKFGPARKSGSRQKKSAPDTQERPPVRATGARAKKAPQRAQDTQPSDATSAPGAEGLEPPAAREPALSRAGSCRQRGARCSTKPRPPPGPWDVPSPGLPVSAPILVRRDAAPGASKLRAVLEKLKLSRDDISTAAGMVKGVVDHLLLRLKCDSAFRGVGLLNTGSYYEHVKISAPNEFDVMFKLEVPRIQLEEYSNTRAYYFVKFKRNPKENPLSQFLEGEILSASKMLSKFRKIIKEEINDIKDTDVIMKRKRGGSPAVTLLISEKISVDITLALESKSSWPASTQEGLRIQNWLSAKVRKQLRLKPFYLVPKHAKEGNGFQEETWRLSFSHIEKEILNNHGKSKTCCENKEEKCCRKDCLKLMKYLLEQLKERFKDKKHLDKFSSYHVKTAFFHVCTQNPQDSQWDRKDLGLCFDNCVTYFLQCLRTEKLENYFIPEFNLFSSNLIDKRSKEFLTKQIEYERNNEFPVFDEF
# mcGAS lum – mouse cGAS inhibition by luminescence | inhibition, % at 12.5 µM | recombinant cGAS, Kinase-Glo ATP depletion luminescence | Q8C6L5 | 160,000 compounds, 0.15% hits | AID 1259399;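 note: 0% = negative control wells and 100% = reference inhibitor with no enzyme activity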
# NPYLR7 agonist – activates Aedes aegypti NPYLR7 receptor; activation, % at 10 µM; 270,000 compounds, 0.15% hits; AID 1259423; HEK293T NPYLR7/Galpha15, GCaMP6s calcium fluorescence; in the data active = activation above about 40%;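 note: 0% = vehicle and 100% = reference agonist at the receptor; some compounds past the cut are filed as inactive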
# * hit, by the source's call; · = no result given; & = joins results of further samples. Cut-off read from the data, not from the text of the source, unless noted: active = inhibition above about 40%; inactive = the rest.
SMILES,hcGAS lum,mcGAS lum,NPYLR7 agonist
COc1ccc(CCN(C)c2cc(C(C)(C)C)nc(SCc3cccc(C(=O)NCc4ccco4)c3)n2)cc1OC,0,0,-4
Cc1cc(C(=O)N(Cc2cccnc2)c2nc3ccc(F)cc3s2)on1,-6,-7,6
CC1SC(c2cccc(C(F)(F)F)c2)N(CCO)C1=O (stereo not given),-2,-3,3
O=C(CCl)Nc1ccc(Cl)cc1[N+](=O)[O-],-5,14,-1
CCOCCCN1COc2ccc3c(=O)c(Oc4cccc(OC)c4)c(C)oc3c2C1,-6,-10,-8
CCN(CCc1nc2ccc(C)cc2[nH]1)C(=O)c1c[nH]c2c(C)cccc2c1=O,-10,-13,11
NS(=O)(=O)c1ccc(NC(=O)c2cccnc2Oc2cccc(C(F)(F)F)c2)cc1,-11,-5,-5
Cc1cccc(-c2ccc(NC(=O)C3CCN(C(=O)CCc4ccncc4)CC3)cc2)c1,-6&5,·,5&4
COc1cccc(-n2nc(C(=O)Nc3ccccc3)c(=O)n(Cc3ccccc3Cl)c2=O)c1,-5,-4,1
COC(=O)C1CCN(Cc2nnc(C(=O)NCc3ccc(C)cc3)s2)CC1,2,·,1
O=C(c1cc(-c2cccs2)nn1-c1cccc(Cl)c1)N1CCN(C/C=C/c2ccccc2)CC1,-4,-6,24
COc1cc(C2CC(c3ccccc3)=Nc3ncnn32)ccc1OCc1ccccc1 (stereo not given),3,1,0
Cc1ccn2c(NC(C)(C)CC(C)(C)C)c(-c3ccccc3OS(=O)(=O)c3ccc(Cl)cc3)nc2c1,-8,-6,·
COCCn1c(SC(C)C(=O)N(C)C)nnc1-c1cccc(C)c1 (stereo not given),4,5,-4
COc1ccc(C(=O)NC(=NCCN2CCCCC2)OC(C)C)cc1,-7,-6,14
O=C(Nc1cccc(C(F)(F)F)c1)Nc1ccc(N2CCCCC2)c(C(=O)NCC2CCCO2)c1 (stereo not given),-6,0,-11
Cn1nc(C2CC2)cc1NC(=O)C1(C)CCN1C(=O)C/C=C/c1ccccc1 (stereo not given),-8,-5,15
Cc1ccoc1C(=O)N(C)Cc1cn[nH]c1-c1ccccc1,-2,0,·
CCOc1ccc(NC(=O)N(CC(=O)N(Cc2ccc3c(c2)OCO3)Cc2cccs2)C(C)C)cc1,-9,-4,18
O=C(Nc1ccc2c(c1)OCO2)N1CC[C@H](CO)[C@@H](O)C1,4,1,-1
CC(=O)C=C1N(C)c2cc([N+](=O)[O-])c(N)cc2C1(C)C,-19,·,-15
O=C(CN1C2=NCCN2c2ccccc21)c1ccc2c(c1)OCO2,-13,·,8
COc1ccc2cc(C(N)=O)c(=Nc3cccc(F)c3)oc2c1,4,-6,-4
CCc1nn2c(ncc3c(=O)n(-c4ccccc4)ccc32)c1-c1ccccc1,-7,·,8
O=C(CCN1C(=O)C=CC1=O)N1CCC(n2c(-c3ccccc3)nc3ccc(F)cc32)CC1,-10,-8,-4
COCCN(CC(=O)N(Cc1cccn1Cc1ccccc1Cl)C1CCCCC1)S(=O)(=O)c1ccc(NC(C)=O)cc1,-7,-5,13
O=C(c1cccs1)c1cccs1,-9,·,-1
Cn1ncc2c(=O)n(CC(=O)Nc3ccc(N=Nc4ccccc4)cc3)cnc21,2,·,-1
CC(=O)c1csc(N)n1,-5,·,0
CN=c1scc(-c2ccco2)n1/N=C\c1c(O)ccc2ccccc12,-9,·,1
COc1ccccc1NC(=O)N(Cc1nnc2n1CCCCC2)c1ccccc1,-12,·,3
NS(=O)(=O)c1ccc(S(=O)(=O)N2CCNCC2)cc1,3,-3,1
Cc1cc(-c2nccn2Cc2cc(-c3cccnc3)no2)oc1C,-11,-11,·
COc1ccc2nc(Nc3nc(C)c(C)c(C)n3)nc(C)c2c1,-3,-9,-4
Cc1ccc2c(c1)C1(SCCN1C(=O)c1ccc3c(c1)OCO3)C(=O)N2Cc1ccc(F)c(F)c1 (stereo not given),-6,-9,·
O=C(NCc1ccc(F)cc1)c1ccc(CSc2nnc(-c3ccccc3[N+](=O)[O-])n2Cc2ccccc2)cc1,-9,-4,5
COc1ccc(NC(=O)NC2CCCN(C3CCCCCC3)C2)cc1OC (stereo not given),-5,·,21
O=C(c1ccsc1)N1CCC(N2CCCC(C(=O)N3CCCC3)C2)CC1 (stereo not given),-2,·,0
COCc1cc(N2CCCC2)nc(SCc2ccc(C(=O)NCc3cccnc3)cc2)n1,-15,-6,10
COc1ccc(CCCC(=O)N2CCNC(C(=O)O)C2)cc1 (stereo not given),-4,-12,2

# Complete entries, looked up by structure. Values in the order: hcGAS lum | mcGAS lum | NPYLR7 agonist
# `O=C(NCc1ccc(F)cc1)c1ccc(CSc2nnc(-c3ccccc3[N+](=O)[O-])n2Cc2ccccc2)cc1` is entered as -9 | -4 | 5
# `CC(=O)c1csc(N)n1` is entered as -5 | · | 0

# Additional results.
SMILES,hcGAS lum,mcGAS lum,NPYLR7 agonist
Cc1ccc(S(=O)(=O)N2CCOCC2)cc1N=Cc1cc(Br)ccc1O,-6,·,6
COc1ccc(OC)c(S(=O)(=O)N2CCN(CC3CCCCC3)CC2)c1,-5,·,2
CC(C)Oc1ccc(CN2CCC2(C)C(=O)NC2CCN(Cc3ccccc3)CC2)cc1 (stereo not given),-11,·,3
CCOC(=O)c1ccc(S(=O)(=O)NCCn2nc(-c3ccccc3)ccc2=O)cc1,-11,-9,-1
CN(C(=O)C1CC(=O)N(C2CCCC2)C1)c1cccc2ccccc12 (stereo not given),-8,·,3
Cc1ccccc1Cn1c(N2CCN(Cc3cccc4ccccc34)CC2)nc2c1c(=O)[nH]c(=O)n2C,-5,·,-4
CN1CCCN(C(=O)c2ccccc2NC(=O)c2cc(Cl)cc(Cl)c2)CC1,-6,·,3
COc1cc(-c2cc(C(=O)NCCC#N)c3ccccc3n2)cc(OC)c1OC,-8,-9,16
COc1ccc(-c2nc(NC(=O)CCCCl)sc2C)cc1,-1,-2,-4
Cc1nc(CCC(=O)N2Cc3cnc(-c4ccccc4)nc3C2)n[nH]1,-10,-12,·
CN1CCC(NCc2cc(Br)ccc2OCc2ccccn2)CC1,1,·,1
CCc1ccccc1NC(=O)Cn1nc(-c2ccco2)c2sc(N3CCOCC3)nc2c1=O,-6,-5,-4
COc1ccc(CCNC(=O)c2c(C)noc2-c2cccs2)cn1,1,68*,4
CN1C(=O)C2(CCCN(C(=O)c3cnn4cccnc34)C2)c2ccccc21 (stereo not given),-2,·,-1
COCCNC(=O)CN1CN(c2ccccc2)C2(CCN(C(=O)Nc3c(C(C)C)cccc3C(C)C)CC2)C1=O,-2,-5,8
COc1ccc(CN(C)CN2N=C(c3ccc(F)cc3)CCC2=O)cc1,18,·,2
NC(=O)NC(=O)C(c1ccccc1)N1CCc2sccc2C1 (stereo not given),-7,-6,-4
CC(Nc1ccc2c(c1)OCCCO2)C(=O)N1CCc2ccccc21 (stereo not given),-7,-7,6
O=c1c(O)c(-c2ccccc2)oc2cccc(O)c12,-2,·,1
CC(=O)NNC(=S)NC(=O)C(c1ccccc1)c1ccccc1,-4,·,1
Cc1cc(C)c(S(=O)(=O)N(Cc2cccc(OS(=O)(=O)c3cccc(C(F)(F)F)c3)c2)CC(C)C)c(C)c1,-11,-5,-10
CCCOC1CCCN(C(=O)c2cc(C(C)(C)C)[nH]c(=O)n2)C1 (stereo not given),-10,-5,·
Cc1ccc(-c2ccccc2-c2ccccc2)nn1,0,-10,-2
Cc1ccnc(NC(=O)C(C)c2cccc(C(=O)c3ccccc3)c2)c1 (stereo not given),-5,·,-13
CN1CC2(CCCN(C(=O)c3ccn(C(C)(C)C)c3)C2)OC1=O (stereo not given),-2,·,6
COc1cc(NC(=O)C(C2CCCC2)N2CCN(C(=O)c3cccc(F)c3)CC2)cc(OC)c1 (stereo not given),-6,-4,-1
C/C=C/c1cc(C(=O)Nc2nc(C)cs2)cc(OC)c1OC,-12,·,2
Cc1ncc(CN2CCN(Cc3ccsc3)C(CCO)C2)s1 (stereo not given),-5&-7,-8,11&-2
CC(C)N(C)S(=O)(=O)c1ccc(NC(=O)NC(C)(C)C2CC2)cc1,-6,·,1
COc1ccc(Cc2nnc3n2N(C(C)=O)C(c2ccccc2)=C(C(C)=O)S3)cc1,-9,·,8
Cc1ccc(-n2nc(C(=O)NCC3CCCO3)c(=O)n(Cc3cccc(Cl)c3)c2=O)cc1F (stereo not given),1,-6,-1
CN(CCCNc1ccccc1C#N)C1CCCCC1,-9,·,0
Cc1cccc(-n2nc(-c3ccccc3)cc2C(=O)N2CCN(Cc3ccc4c(c3)OCO4)CC2)c1,-5,-6,-2
O=C(CNCC(c1ccco1)N1CCCC1)Nc1cnccn1 (stereo not given),-10,-12,·
Cc1nn(-c2ccccc2)nc1C(=O)NCc1ccc2c(c1)OCO2,-9,-3,-1
C=CCONC(=O)CN1C(=O)C(Cc2ccccc2)NC(=O)c2ccccc21 (stereo not given),-1,·,0
COCCN(Cc1cccc(OS(=O)(=O)c2ccc(OC)cc2)c1)C(=O)c1ccccc1Cl,0,2,1
COc1ccccc1Oc1ccc(C(F)(F)F)cc1NC(=O)Cn1nc([N+](=O)[O-])cc1C,-2,-1,9
O=C(c1ccc2ccccc2n1)N(Cc1cccnc1)C1CC1,-8,·,8
CCOC(=O)C1=C(C)N(Cc2ccccc2)C(=O)NC1c1cccc([N+](=O)[O-])c1 (stereo not given),0,-1,-1

# For convenience, part of the list above.
SMILES,hcGAS lum,mcGAS lum,NPYLR7 agonist
Cc1cc(C)c(S(=O)(=O)N(Cc2cccc(OS(=O)(=O)c3cccc(C(F)(F)F)c3)c2)CC(C)C)c(C)c1,-11,-5,-10
CCCOC1CCCN(C(=O)c2cc(C(C)(C)C)[nH]c(=O)n2)C1 (stereo not given),-10,-5,·
Cc1ccc(-c2ccccc2-c2ccccc2)nn1,0,-10,-2

# Individual results from the list.
# CCOC(=O)C1=C(C)N(Cc2ccccc2)C(=O)NC1c1cccc([N+](=O)[O-])c1 (stereo not given) in mcGAS lum has -1
# O=C(Nc1cccc(C(F)(F)F)c1)Nc1ccc(N2CCCCC2)c(C(=O)NCC2CCCO2)c1 (stereo not given) in NPYLR7 agonist has -11
# CC(C)Oc1ccc(CN2CCC2(C)C(=O)NC2CCN(Cc3ccccc3)CC2)cc1 (stereo not given) in hcGAS lum has -11
# Cc1ccn2c(NC(C)(C)CC(C)(C)C)c(-c3ccccc3OS(=O)(=O)c3ccc(Cl)cc3)nc2c1 in hcGAS lum has -8

# The list goes on:
SMILES,hcGAS lum,mcGAS lum,NPYLR7 agonist
Cc1cccc2nc(CSc3cccc4cccnc34)cn12,0,·,-9
Cc1nn(C(=O)c2ccccc2)c(C)c1Sc1ccccc1,-8,·,36
COCCCn1ccc(Nc2ncccc2C#N)n1,-5,·,-2
C=CC(C1=CC(=O)C=CC1=O)c1ccccc1 (stereo not given),3,2,·
Cc1cc(C)n(-c2ccc(N3CCN(S(=O)(=O)c4ccccc4)CC3)nn2)n1,-7,-9,-5
C#CCn1c(=NC(=O)c2cccc(S(C)(=O)=O)c2)sc2cc(OCC)ccc21,-3,·,6
CN(CCc1ccccn1)c1ncccc1CNC(=O)c1ccc2nc[nH]c2c1,-7,-12,·
CS(=O)(=O)N(CC(O)CON=C1c2ccccc2-c2ccccc21)c1ccc(F)cc1 (stereo not given),-9,-7,8
NC(=O)c1csc(C(=O)Nc2ccc(F)c(Br)c2)c1,2,·,-1

# Reformatted with values under each structure: entries from further up.
# Results follow in this order: hcGAS lum	mcGAS lum	NPYLR7 agonist
C=CC(C1=CC(=O)C=CC1=O)c1ccccc1 (stereo not given)
→ 3	2	·
COCCCn1ccc(Nc2ncccc2C#N)n1
→ -5	·	-2
NC(=O)c1csc(C(=O)Nc2ccc(F)c(Br)c2)c1
→ 2	·	-1
CS(=O)(=O)N(CC(O)CON=C1c2ccccc2-c2ccccc21)c1ccc(F)cc1 (stereo not given)
→ -9	-7	8
CN(CCc1ccccn1)c1ncccc1CNC(=O)c1ccc2nc[nH]c2c1
→ -7	-12	·
C#CCn1c(=NC(=O)c2cccc(S(C)(=O)=O)c2)sc2cc(OCC)ccc21
→ -3	·	6
Cc1nn(C(=O)c2ccccc2)c(C)c1Sc1ccccc1
→ -8	·	36
